TTR transcr act – TTR transcription activators in neuroblastoma reporter cells, primary screen, cell-based, luminescence, SH-SY5Y, TTR promoter Gaussia luciferase | 100% = recombinant luciferase protein wells | activation, % at 16.7 µM | AID 1117267, 2014 | actives 1.3% (n = 92,000);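 active means activation above the mean of all tested compounds plus 3 SD, cut at about 9.5% in these data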;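 further: cells exposed to compounds for one day before reading; 0% = median of all test compound wells on the plate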
Numbers without * were called inactive.

molecule	TTR transcr act
OC1C2CN3CN(C2)CC1(c1ccccc1)C3 (configuration not stated)	4.1
O=C1NC(=O)N(c2ccccc2F)C(=O)/C1=C/c1ccc(Sc2nc3ccccc3[nH]2)o1	2.2
COc1ccc(-c2cc(=NCCC(=O)O)c3cc(C)ccc3o2)cc1	-1.2
CSc1nnc(OC(=O)N(C)C)n1-c1ccc(Cl)cc1	-0.5
CSc1ccccc1NP1(=O)OCC(C)([N+](=O)[O-])CO1 (configuration not stated)	-0.6
O=C(COC(=O)Cc1ccccc1)Nc1cc(S(=O)(=O)N2CCOCC2)ccc1N1CCCC1	0.6
CC(CC(C#N)(c1ccccc1)c1ccccc1)N(C)C (configuration not stated)	0.9
N#CCCn1cc(C(=O)Nc2ccc([N+](=O)[O-])cc2)c(-c2ccccc2)n1	0.7
CC1CCSP(=O)(Oc2ccccc2)O1 (configuration not stated)	3.3
N#CC1c2ccccc2-n2nncc2CN1C(=O)CCc1ccccc1 (configuration not stated)	-1.6
CCC(C)C1N=C(c2ccccc2)c2cc(Cl)ccc2N(CC(=O)NCc2ccco2)C1=O (configuration not stated)	-1.8
COCCNC(=O)c1ccc(N2CC3CC(C2)c2cccc(=O)n2C3)c([N+](=O)[O-])c1 (configuration not stated)	-0.6
O=C(C(=O)N1CCOCC1)c1cn(Cc2ccccc2)c2ccccc12	3.6
CCOP(=O)(OCC)c1cccc(O)c1	1.0
O=C(Nc1ccc(Cl)cc1C(=O)c1ccccc1)c1ccc(Br)o1	0.5
O=c1[nH]c2ccccc2n1C1CCN(C(c2cccs2)c2nnnn2-c2ccc3c(c2)OCCO3)CC1 (configuration not stated)	-4.8
Cc1cc(C)c(-n2c(O)c(/C=N/N3CCCCC3c3cccnc3)c(=O)[nH]c2=O)c(C)c1 (configuration not stated)	4.7
O=C(NCC1=C(c2ccc3ccccc3c2)C[C@@H]2CC[C@H]1N2Cc1ccco1)c1ccncc1	2.2
O=c1[nH]c(=O)n(Cc2ccco2)c(O)c1C=NC1CCN(Cc2ccccc2)CC1	1.2
C/C(=N\NC(=S)Nc1ccccc1)c1c(O)n(C)c(=O)n(C)c1=O	0.7
CN1C(=O)N(C)C(=O)C2(Cc3cc([N+](=O)[O-])ccc3N(C)C2)C1=O	-0.4
CC(C)CCNC(=O)c1c(N)n(Cc2ccc3c(c2)OCO3)c2nc3ccccc3nc12	-1.2
CNC(=O)C[C@H]1CC[C@@H]2NC[C@H](O)COC[C@H]2O1	1.0
CCOc1cc2c(cc1OCC)-n1cccc1C(c1cc(OC)ccc1F)NC2 (configuration not stated)	-0.5
CCOC(=O)c1cccc(-[n+]2c(-c3ccccc3)cc(-c3ccccc3)cc2-c2ccccc2)c1	-11

Gathered by group, the compounds so far with a Cl atom.
molecule	TTR transcr act
CSc1nnc(OC(=O)N(C)C)n1-c1ccc(Cl)cc1	-0.5
CCC(C)C1N=C(c2ccccc2)c2cc(Cl)ccc2N(CC(=O)NCc2ccco2)C1=O (configuration not stated)	-1.8
O=C(Nc1ccc(Cl)cc1C(=O)c1ccccc1)c1ccc(Br)o1	0.5

(next part)
molecule	TTR transcr act
CCC1(c2ccccc2)C(=O)NC(=S)NC1=O	2.1
CN(C)C(=O)Oc1ccc(Br)cc1C(=O)Nc1ccc(F)c(Cl)c1	0.1
COc1cc(/C=C2\C(=O)NC(=O)N(c3ccc(C)cc3)C2=O)cc(OC)c1O	-1.8
COc1ccc(CCn2c(O)c(C=Nc3ccc(F)cc3)c(=O)[nH]c2=O)cc1OC	-0.8
CCOc1ccc(-c2cc(C)[n+](CCN3CCOCC3)c(-c3ccc(OCC)cc3)c2)cc1	3.7
O=C(NC1CCCCC1)N1Cc2cc(-c3cccc(F)c3)ccc2-n2nncc2C1	-2.3
CCn1cc(C(=O)c2ccccc2)c2ccccc21	-1.0
CCn1c(P(C)(=O)O)nc2cc(NC(=O)c3ccccc3F)ccc21	0.8
CCCC(C)C1(CC)C(=O)NC(=O)N=C1N (configuration not stated)	-0.1
O=C1C2CCCN2C(c2cccnc2)N1c1ccc(Cl)cc1 (configuration not stated)	-1.7
O=C1NCN(c2ccccc2)C12CCN(C(c1ccccc1OC(F)(F)F)c1nnnn1-c1ccc3c(c1)OCCO3)CC2 (configuration not stated)	-0.5
CCCCC1(CCCC)C(=O)NC(=Nc2cccc(C)c2)NC1=O	-0.8
CCN(CC)CCN=Cc1c(O)n(C2CCCCCC2)c(=O)[nH]c1=O	2.4
CC(=NCCN(C)C)c1c(O)n(Cc2ccccc2)c(=O)[nH]c1=O	2.9
C/C(=N\NC(N)=O)c1c(O)n(C)c(=O)n(C)c1=O	4.5
CCC1C2CC3C4N(C)c5ccccc5C45CC(C2C5O)N3C1O (configuration not stated)	1.0
Cc1ccc(NC(=O)CN2C(=O)CN=C(c3ccccc3)c3cc(Cl)ccc32)cc1	-1.9
CCCCn1c(O)c(/C=N/NC(=O)c2ccncc2)c(=O)[nH]c1=O	-1.0
COc1ccc(C(=O)C2CCCN(Cc3ccsc3)C2)cc1OC (configuration not stated)	2.3
O=[N+]([O-])c1ccc(NCc2ccc(Cl)cc2)c2ccncc12	-0.3
CC1CCC(C(=O)NC(C(=O)N2CCC3(CC2)OCCO3)C(C)C)CC1 (configuration not stated)	0.4
COC(=O)C1=C(c2cccc(OCc3ccccc3)c2)C[C@@H]2CC[C@H]1N2C(=O)NCc1ccc(OC)cc1	-3.3
C[C@H](CO)N1C[C@H](C)[C@@H](CN(C)C(=O)Oc2ccc3ccccc3c2)OCc2cnnn2CCCC1=O	0.7
CSc1nnc([C@@H](N)Cc2c[nH]c3ccccc23)o1	1.8
CSCCC(c1nnnn1Cc1ccccc1)N1CCC(n2c(=O)[nH]c3ccccc32)CC1 (configuration not stated)	-3.4

Four entries from above, with each value named.
compound: O=C1NC(=O)N(c2ccccc2F)C(=O)/C1=C/c1ccc(Sc2nc3ccccc3[nH]2)o1
  TTR transcr act: 2.2
compound: COc1ccc(-c2cc(=NCCC(=O)O)c3cc(C)ccc3o2)cc1
  TTR transcr act: -1.2
compound: CSc1nnc(OC(=O)N(C)C)n1-c1ccc(Cl)cc1
  TTR transcr act: -0.5
compound: CSc1ccccc1NP1(=O)OCC(C)([N+](=O)[O-])CO1 (configuration not stated)
  TTR transcr act: -0.6

Continued:
molecule	TTR transcr act
CC1(C(=O)O)CC12c1ccccc1-c1ccccc12 (configuration not stated)	1.0
CCOC(=O)CNC(=O)N1Cc2cc(N3CCCCC3)ccc2-n2nncc2C1	0.8
COc1cc(OC)c(OC)cc1CNC(C)C(O)c1ccccc1 (configuration not stated)	7.7
CC(NC(=O)OCc1ccccc1)[P+](=O)O (configuration not stated)	0.3
CC(O)(CS(=O)(=O)c1cccc(C(F)(F)F)c1)C(=O)Nc1cccc(C(F)(F)F)c1 (configuration not stated)	-0.7
C[N+](C)(C)CC(=O)Nc1ccc(Cl)cc1C(=O)c1ccccc1	1.8
CC(=O)O[C@]1(c2ccccc2)CCN(C)[C@H]2CCCC[C@@H]21	-0.5
Cc1ccc(-c2nc3ccccc3c(=O)n2-n2cccc2)cc1	1.4
COc1cccc2cc(-c3cc(=O)oc4ccc(OC(=O)N(C)C)cc34)oc12	2.2
COCCNC(=S)N1Cc2ccccc2-n2nncc2C1	2.1
COC(=O)[C@@H]1C(OC(=O)c2ccccc2)CC2CCC1N2C (some centres not stated)	0.8
CC/C(=N\Nc1ccccc1)c1c(O)n(-c2ccccc2)c(=O)[nH]c1=O	-0.7
O=c1[nH]c(=O)n(Cc2ccco2)c(O)c1C=NCc1ccc2c(c1)OCO2	-3.0
COc1ccc(NC(=O)N2C[C@@H]3C[C@@H](C2)c2cccc(=O)n2C3)c(OC)c1	-0.2
O=c1[nH]c(=S)n(-c2ccccc2)c(O)c1/C=N/N1CCCCC1c1cccnc1 (configuration not stated)	-0.4
Cc1ccc(NC(=S)NCCc2cnc[nH]2)cc1C	-1.5
COC(=O)C1=Nc2ccccc2/C1=C\c1c(O)n(-c2cc(OC)ccc2OC)c(=O)[nH]c1=O	3.4
COC(=O)C1=C(c2ccc(OC(F)(F)F)cc2)C[C@@H]2CC[C@H]1N2C(=O)NCc1ccco1	4.0
CCc1ccc(-n2c(O)c(/C=N/N3CCCCC3c3cccnc3)c(=O)[nH]c2=O)cc1 (configuration not stated)	-1.0
CC(N)C(=O)NC1C2C(=C(O)CC(O)C2O)C(=O)OC1(C)C(Cl)Cl (configuration not stated)	-6.2
CCN1CCN(C(=O)COc2ccc(S(=O)(=O)N(C)Cc3ccccc3)cc2)CC1	-2.9
CCC1(CC)COP(=O)(OCC(Cl)CCl)OC1 (configuration not stated)	-0.9
CCOP(=S)(OCC)N1CC1	1.3
COC(=O)C1=C(c2ccc(-c3ccccc3)c(F)c2)C[C@@H]2CC[C@H]1N2C(=O)NC1CCCCC1	-4.5
Cc1ccccc1CN1Cc2cnnn2-c2ccccc2C1C#N (configuration not stated)	-5.6

Next section (three carried over from the part before).
molecule	TTR transcr act
CCOP(=S)(OCC)N1CC1	1.3
COC(=O)C1=C(c2ccc(-c3ccccc3)c(F)c2)C[C@@H]2CC[C@H]1N2C(=O)NC1CCCCC1	-4.5
Cc1ccccc1CN1Cc2cnnn2-c2ccccc2C1C#N (configuration not stated)	-5.6
O=P1(Oc2ccccc2)CC=C[C@H](COCc2ccccc2)O1 (some centres not stated)	3.7
O=C(c1ccc(C(F)(F)F)cc1)C1CCCN(C2CCSCC2)C1 (configuration not stated)	1.5
COc1c(C)cc(C(=O)C2CCCN(Cc3cccc(C)n3)C2)cc1C (configuration not stated)	-0.8
CN(C)CC1CCCCC1=O (configuration not stated)	9.3
FCCN(CCF)c1cccc(Cl)c1	-0.6
CCN(CC)P(=S)(c1c(C)nc2ccccn12)c1c(C)nc2ccccn12	-0.2
CC(NC(C)(C)C)C(=O)c1cccc(Cl)c1 (configuration not stated)	-1.0
CCOc1cc(/C=C2\C(=O)NC(=O)N(C)C2=O)cc([N+](=O)[O-])c1O	2.0
COc1ccc(N=C(C)c2c(O)[nH]c(=O)[nH]c2=O)cc1	1.7
CCOC(=O)N(CC)c1ccc(C(O)(C(=O)OC)C(F)(F)F)cc1 (configuration not stated)	-1.1
Cc1cccc(-n2c(CN3C(=O)c4ccccc4C3=O)nc3ccccc3c2=O)n1	1.4
O=P1(Oc2ccccc2)C[C@@H](O)[C@@H](O)[C@H](COCc2ccccc2)O1 (some centres not stated)	7.8
CC(C)(C)n1nnnc1C(c1cccc2ccccc12)N1CCC2(CC1)C(=O)NCN2c1ccccc1 (configuration not stated)	0.2
CCCn1ncc(CN2CCCC(C(=O)c3cccc(OC)c3)C2)c1C (configuration not stated)	-0.8
CC(=NCCN1CCCCC1)c1c(O)[nH]c(=O)[nH]c1=O	2.8
COC(=O)C1=C(c2ccc(OC)c(OC)c2)C[C@@H]2CC[C@H]1N2C(=O)N1CCOCC1	9.2
C[C@]12CC(=O)CC1CCC1C2CC[C@@]2(C)C1CC[C@@H]2O (some centres not stated)	-1.1
c1ccc(C2NCc3ccccc3-n3cccc32)cc1 (configuration not stated)	0.1
Cn1cc(P(=S)(c2ccccc2)c2ccccc2)c2ccccc21	6.9
O=[N+]([O-])/C=C1/NCCN1Cc1ccc(Cl)nc1	0.4
COC(=O)C1=C(c2c(C)noc2C)C[C@@H]2CC[C@H]1N2C(=O)NCc1ccc(F)cc1	2.6
c1ccc2c(CNC3CCCCCC3)c[nH]c2c1	5.5
Cc1cc(C=O)c(C)n1C(C)C	0.2
COc1c(C)cc(C(=O)C2CCCN(Cc3cnc(C)s3)C2)cc1C (configuration not stated)	0.8
C=CCc1ccc(OC)cc1	0.5

New compounds follow
molecule	TTR transcr act
CCN1C[C@@]2(COC)C3[C@@H](OC)[C@H]4[C@@H]1[C@@]3(C1C[C@H]3[C@H](O)C1[C@]4(O)C[C@H]3OC)[C@@H](OC)C[C@H]2O (some centres not stated)	-0.5
CNP1(NC)=NC(C(F)(F)F)=NC(C(F)(F)F)=N1	1.2
COc1ccc(NC2=NCC(C)S2)cc1 (configuration not stated)	-0.8
O=C(NN=Cc1ccc(N(CCCl)CCCl)cc1)c1cccc([N+](=O)[O-])c1	-0.7
Nc1c(C(=O)OCc2ccccc2)c2nc3ccccc3nc2n1Cc1cccs1	1.3
CCCC(=O)c1ccc(CP(=O)(OCC)OCC)o1	0.4
O=C(Cc1cccc(C(F)(F)F)c1)N1CCN(CC(=O)N2CCCC2)CC1	8.2
CCOC(=O)C(O)(c1ccc(N(CC)S(=O)(=O)c2ccccc2)cc1)C(F)(F)F (configuration not stated)	1.4
CN(C)CCCNCC(=O)Nc1ccc(Cl)cc1C(=O)c1ccccc1	0.6
COc1cc(CCN)c(OC)cc1C	-1.0
Nc1ccc(C2(c3ccc(N)cc3)c3ccccc3-c3ccccc32)cc1	0.2
O=C(NC(=O)N1CCC2(CC1)OCCO2)c1ccc(Cl)cc1	0.0
COC(=O)C1=C(c2cc3ccccc3s2)C[C@@H]2CC[C@H]1N2C	14*
COC(=O)C1=C(c2c(C)noc2C)C[C@@H]2CC[C@H]1N2C(=O)NCCCOC(C)C	2.6
COc1cc(/C=C2/C(=O)NC(=O)N(c3ccccc3)C2=O)ccc1O	0.5
COC(=O)C1=C(c2cc3ccccc3o2)C[C@@H]2CC[C@H]1N2C(=O)N1CCOCC1	0.0
CN(C)CCN=Cc1c(O)n(Cc2ccc3c(c2)OCO3)c(=S)[nH]c1=O	4.0
CN1C(=O)C(C2(C#N)CCCCC2)C(=O)N(C)C1=O	3.9

A portion of the library, so the mix of outcomes need not match the whole.
